Exocytosis inh: lytic granule exocytosis inhibition. TALL-104 LAMP-1 surface exposure, flow cytometry; cells stimulated with thapsigargin and PMA. inhibition, % at 10 µM. hit rate 0.66% among 360,000. AID 651702;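 active means inhibition above about 55%, limit read from the data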
NR5A2 inv ag: suppresses constitutive activity of human LRH-1. O00482. HEK293T StAR-luciferase reporter, LRH-1 transfected, 24 h. inhibition, % at 3.6 µM. hit rate 0.13% among 360,000;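 active means inhibition above the mean inhibition of all tested compounds plus 3 SD, cut at about 73% in these data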;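 further: 0% = DMSO wells and 100% = reporter-only cells lacking LRH-1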
ABHD5 PLIN5 PPI: blocks binding of human ABHD5 to perilipin-5 | Q00G26+Q8WTS1 | Split G. princeps luciferase complementation, luminescence, 4 h | inhibition, % at 4 µM | hit rate 0.78% among 360,000 | AID 602281;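 active means inhibition above the mean inhibition across every tested compound plus 3 SD, cut at about 22% in these data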;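 further: 0% = DMSO only wells and the 100% control is not disclosed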
NOD2-RIPK2 inh: blocks binding of human NOD2 to RIPK2; AID 624267; inhibition, % at 4.98 µM; O43353; hit rate 0.38% among 360,000; CHO BLA complementation NOD2-RIPK2, CCF4 ratio; in the data active means inhibition above about 21%;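 further: 0% = vehicle only and 100% = reference blocker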
Target sequence (O43353 whole entry, looked up): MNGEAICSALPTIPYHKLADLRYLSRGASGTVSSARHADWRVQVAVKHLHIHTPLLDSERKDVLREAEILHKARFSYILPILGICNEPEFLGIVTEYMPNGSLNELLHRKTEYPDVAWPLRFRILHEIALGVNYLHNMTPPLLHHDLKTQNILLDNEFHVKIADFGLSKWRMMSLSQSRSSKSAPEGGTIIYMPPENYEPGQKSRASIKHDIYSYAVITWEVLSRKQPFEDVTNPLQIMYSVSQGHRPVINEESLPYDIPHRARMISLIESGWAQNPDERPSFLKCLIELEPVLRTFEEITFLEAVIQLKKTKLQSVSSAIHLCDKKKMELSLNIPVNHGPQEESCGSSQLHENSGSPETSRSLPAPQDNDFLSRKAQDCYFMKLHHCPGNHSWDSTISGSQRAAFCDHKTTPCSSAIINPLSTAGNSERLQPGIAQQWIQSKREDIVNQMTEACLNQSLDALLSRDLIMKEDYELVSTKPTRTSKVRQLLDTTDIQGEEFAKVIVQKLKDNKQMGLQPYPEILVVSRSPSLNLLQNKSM
TROY NFkB inh: blocks TROY-dependent signaling in reporter cells | Q293 LMP1-TROYcd NF-kB luciferase reporter, 4 h | inhibition, % at 10 µM | hit rate 0.98% among 360,000;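 active means compounds whose plate-normalised and pattern-corrected inhibition of the luciferase reporter signal at the single screening dose is 50% or more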
TWEAK-Fn14 inh: inhibitors of TWEAK-Fn14 interaction signaling | hit rate 2% among 360,000 | AID 1159606 | TWEAK-stimulated Fn14 reporter cells, luciferase luminescence, 8 h | inhibition, % at 10 µM; in the data active means inhibition above about 50%
TLR9-MyD88 inh: blocks human TLR9 binding to MyD88; inhibition, % at 4.98 µM; hit rate 0.21% among 340,000; Q9NR96+Q99836; AID 504734; CHO BLA complementation TLR9-MyD88, CCF4 FRET ratio;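 active means inhibition above the mean over all tested compounds plus 3 SD, cut at about 21% in these data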;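 further: 0% = DMSO only wells and 100% = clavulanate BLA inhibitor control wells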
SRC3 inh: human NCOA3 inhibition. hit rate 0.17% among 360,000. HEK293 GAL4-SRC3 luciferase reporter, luminescence. Q9Y6Q9. inhibition, % at 3.6 µM;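 active means inhibition above a per-campaign cutoff, the mean of all compounds plus 3 SD, cut at about 60% in these data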;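 further: 0% = DMSO-treated cells and 100% = gossypol-treated cells at 36 µM; higher means less SRC3-driven luciferase light from the GAL4 reporter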
COUP-TFII inh: inhibitors of human COUP-TFII (NR2F2); HEK293T NGFI-A luciferase reporter, luminescence; inhibition, % at 8.6 µM; hit rate 0.7% among 370,000;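 active means inhibition above a per-plate cutoff, mean inhibition of test wells between control levels plus 3 SD, cut at about 38% in these data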;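 further: cells cotransfected with COUP-TFII expression vector driving the NGFI-A reporter; 0% = median of COUP-TF2 test wells and 100% = reporter-only cells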
Target sequence (P24468 whole entry, looked up): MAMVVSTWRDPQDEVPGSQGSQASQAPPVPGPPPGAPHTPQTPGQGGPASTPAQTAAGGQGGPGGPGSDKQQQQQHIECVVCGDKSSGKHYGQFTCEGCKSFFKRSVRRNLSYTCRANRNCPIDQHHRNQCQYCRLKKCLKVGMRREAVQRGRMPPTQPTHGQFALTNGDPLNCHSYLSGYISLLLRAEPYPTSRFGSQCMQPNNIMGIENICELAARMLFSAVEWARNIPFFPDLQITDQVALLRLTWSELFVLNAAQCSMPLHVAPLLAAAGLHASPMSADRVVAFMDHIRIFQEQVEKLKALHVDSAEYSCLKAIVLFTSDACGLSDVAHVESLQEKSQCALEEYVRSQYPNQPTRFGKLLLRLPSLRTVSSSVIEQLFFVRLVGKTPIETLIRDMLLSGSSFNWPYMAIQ
SRC2 inh: human SRC2 (NCOA2) inhibition; hit rate 0.17% among 370,000; inhibition, % at 9 µM; HEK293 GAL4-SRC2 luciferase reporter, luminescence; Q15596;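 active means inhibition above the mean inhibition of all tested compounds plus 3 SD, set per campaign, cut at about 52% in these data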;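 further: 0% = DMSO treated cells and 100% = cells given Gossypol at 36 µM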
SRC1 inh: inhibitors of human steroid receptor coactivator 1 (SRC1). HEK293 GAL4-SRC1 luciferase reporter, luminescence. AID 588354. inhibition, % at 3.6 µM. hit rate 0.12% among 360,000;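 active means inhibition above the campaign mean plus 3 SD, with each screening campaign given its own cutoff, cut at about 60% in these data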;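 further: 0% = DMSO treated cells and 100% = gossypol at 36 µM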
The depositor's hits bear a star; · = not tested or not shown. Only part of the results is shown (hit frequency here may not be typical).

canonical_smiles | Exocytosis inh | NR5A2 inv ag | ABHD5 PLIN5 PPI | NOD2-RIPK2 inh | TROY NFkB inh | TWEAK-Fn14 inh | TLR9-MyD88 inh | SRC3 inh | COUP-TFII inh | SRC2 inh | SRC1 inh
COc1ccc(OC)c(C2(O)CSC(=Nc3cccnc3)N2Cc2ccco2)c1 (stereo not given) | -3 | -4 | 4 | 3 | 39 | 24 | 2 | 3 | -4 | -2 | -2
COc1ccc(N(CC(=O)NCCSC2CCCCC2)S(=O)(=O)c2ccc(C)cc2)cc1 | -6 | 25 | 3 | -8 | -4 | -18 | 3 | 21 | -20 | 4 | -20
Nn1cnnc1N/N=C/c1ccc(Cl)c([N+](=O)[O-])c1 | 27 | 11 | -63 | 2 | -4 | 21 | -1 | 14 | 14 | 1 | -3
CCN(CCCNC(=O)Cn1ncc2c(=O)oc3ccccc3c21)c1cccc(C)c1 | 6 | 7 | 0 | 3 | 5 | 23 | -1 | 16 | -15 | -3 | -2
Cc1nc(Cl)sc1C(=O)Nc1cccc(Cl)c1 | -8 | 14 | 6 | -1 | -29 | -10 | -1 | -1 | -11 | -6 | 4
CN(Cc1ccon1)C(=O)CC1C(=O)NCCN1Cc1ccc(F)c(F)c1 (stereo not given) | -2 | 9 | -2 | -11 | 6 | 6 | -6 | 0 | · | · | -1
O=C1NC[C@@H](CCCCN2CCN(CC3CCCCC3)C(=O)C2=O)N(CCC2CCCCC2)C1=O | 16 | -12 | 3 | -3 | 10 | -14 | · | · | -17 | 4 | ·
Cc1ccc(S(=O)(=O)/N=C2\C=C(NS(=O)(=O)c3ccc(C)cc3)C(=O)c3ccccc32)cc1 | -5 | -4 | -18 | -5 | -11 | 36 | -5 | -7 | 8 | 20 | -2
NC(=S)Cc1nc(-c2ccccc2)cs1 | 1 | 2 | -35 | 2 | -14 | -14 | -2 | -13 | 22 | -11 | -14
COc1cc(C(=O)N2CCN(S(=O)(=O)c3ccc(C)cc3)CC2)ccc1OCc1c(C)noc1C | -2 | -15 | 1 | -5 | 14 | -9 | -9 | -5 | -2 | 0 | 5
O=C(CSc1ncn[nH]1)NN(c1ccccc1)c1ccccc1 | -2 | -5 | -4 | 6 | -14 | -2 | -3 | -1 | -22 | 14 | -29
CCOc1ccc2[nH]c(C)cc(=O)c2c1 | 0 | 3 | -5 | -10 | 11 | -15 | -2 | 12 | -3 | -20 | -6
CC(C)NC(=O)c1ccccc1NC(=O)CN(c1ccc2c(c1)OCO2)S(C)(=O)=O | -4 | -4 | 2 | -8 | 4 | 25 | 4 | 24 | 0 | 4 | -11
COc1ccc(NC(=O)N(C)C[C@H]2Oc3c(NS(=O)(=O)c4cccs4)cccc3C(=O)N([C@@H](C)CO)C[C@@H]2C)cc1 | 0 | 11 | 9 | -4 | -57 | -22 | 4 | -3 | 6 | -18 | -2
Cn1c(COc2ccc([N+](=O)[O-])cc2)nnc1SCC(N)=O | 2 | 22 | 0 | -6 | -8 | 44 | -8 | 11 | -2 | -57 | 12
O=c1oc(-c2ccccc2)nc2c1cnn2-c1ccccc1 | 6 | -17 | 5 | -8 | 0 | -9 | -13 | 2 | -17 | -4 | 9
COc1ccc(/C=C2\Sc3ccc(C(=O)NCCCN4CCCC4)cc3N(C)C2=O)cc1OC | 0 | -6 | 13 | -6 | -36 | -30 | 7 | -21 | -7 | -1 | -9
CCOC(=O)C1=CN(Cc2cccc(Br)c2)S(=O)(=O)N(CC)C1C (stereo not given) | -6 | -19 | -3 | -10 | -8 | -9 | -9 | -3 | -1 | -8 | 0
CCc1nnc(NC(=O)CSc2nnc(-c3ccc(O)cc3)n2C)s1 | 2 | -4 | 1 | -9 | -1 | 14 | 0 | -8 | 0 | -5 | -2
O=C1/C(=C\c2cccc([N+](=O)[O-])c2O)SC(=S)N1Cc1ccccc1 | 0 | -21 | -10 | 0 | 50 | 69* | -8 | -9 | -11 | -5 | 21
CCOC(=O)N1CCN(C(=O)CCCN2C(=O)CSc3nc(C)cc(C)c32)CC1 | 1 | 10 | 0 | -12 | -23 | 12 | -5 | 16 | -3 | -9 | -16
Cc1nn(-c2ccccc2)c(C)c1/C=N/NC(=O)c1cc(C(C)(C)C)[nH]n1 | -1 | 12 | -2 | -3 | -7 | -1 | -6 | -1 | 9 | -16 | 2
COc1cc(CN2CCNC(=O)C2CC(=O)NCCC2=CCCCC2)cc(OC)c1 (stereo not given) | -1 | 0 | 1 | -2 | -27 | -15 | 5 | 2 | 7 | -46 | 4
COc1cc2c(cc1OC)C(C(=O)Nc1ccc3c(c1)OCCO3)C1c3ccccc3CCN1C2=O (stereo not given) | -3 | 14 | -6 | -14 | 14 | 20 | -3 | 8 | 15 | 14 | -10
CC(=O)Nc1ccc(Nc2nnc(-c3ccc(C)c(S(=O)(=O)NCC4CCCO4)c3)c3ccccc23)cc1 (stereo not given) | 20 | 0 | 2 | 1 | -13 | 6 | -1 | 19 | 4 | 4 | 2
Cc1nc(N2CCN(c3ccccc3)CC2)[nH]c(=O)c1CCC(C)C | -1 | -8 | 3 | -13 | 2 | 60* | -2 | -5 | -6 | -19 | -17
CCN(CC)c1ccc(-c2sc(Nc3ccccc3)n[n+]2-c2ccc(F)cc2)cc1 | 7 | 13 | -8 | 10 | 13 | 16 | 11 | -11 | -9 | 17 | -17
CCOC(=O)[C@]12CCCC=C1N(CCC1=CCCCC1)C(=O)[C@H](CC(=O)NCc1cccs1)C2 | 3 | -32 | 3 | -8 | · | · | · | · | -4 | -12 | ·
CC(=O)Nc1cccc(-c2ccnc3c2CC(C(=O)Nc2cccc(OC(F)(F)F)c2)O3)c1 (stereo not given) | 7 | -16 | -4 | -1 | 25 | 18 | · | -32 | 8 | 0 | 6
O=C(CCN1C(=O)c2cccc([N+](=O)[O-])c2C1=O)Nc1nccs1 | -1 | 13 | -8 | 0 | -17 | -2 | 2 | -3 | 1 | 4 | -8
COc1ccccc1-c1cc2nc(C)c(CCC(=O)NC(C)CCc3ccco3)c(C)n2n1 (stereo not given) | -2 | -6 | 7 | 5 | 3 | 3 | 6 | -3 | 9 | 0 | -7
CCOc1ccc(NC(=O)COC(=O)C2(C)CC2(Cl)Cl)c([N+](=O)[O-])c1 (stereo not given) | -1 | -3 | -3 | -1 | 15 | 0 | 4 | -9 | 6 | -22 | -13
NC(=O)c1ccccc1NC(=O)c1ccccc1S(=O)(=O)c1ccccc1[N+](=O)[O-] | -3 | 9 | -1 | -3 | -14 | 1 | 5 | 6 | -11 | -30 | -12
Cc1cc(Br)ccc1NC(=O)CN(C)C(=O)c1ccccc1OCc1c(C)noc1C | 3 | 13 | 1 | 1 | -7 | 5 | 6 | 2 | 1 | 13 | -1
CCOC(=O)C1(CCOc2ccccc2)CCN(Cc2cccc(OC)c2OC)CC1 | 75* | -7 | -1 | 15 | 5 | 3 | -5 | 10 | -3 | 3 | 15
COc1ccccc1N1CCN(C(=O)c2ccc(Cl)c(S(=O)(=O)N3CCOCC3)c2)CC1 | 1 | 7 | -1 | -10 | 16 | 16 | -2 | -5 | 2 | 11 | -5
Cc1ccc(C)c(NS(=O)(=O)c2cc3c4c(c2)CC(=O)N4CCC3)c1 | 0 | 1 | 2 | 10 | 0 | -17 | 4 | -15 | -6 | 11 | 16
O=C(N/N=C/c1ccsc1)c1cc2ccccc2o1 | -4 | -10 | 0 | 2 | -60 | -14 | -12 | -1 | -28 | 12 | -16
CCCn1nc(C(=O)OCC(=O)Nc2cccc(OC)c2)c2ccccc2c1=O | 1 | -16 | 0 | 8 | 27 | -19 | 0 | 15 | -3 | -11 | 4
Cc1nnc(NC(=O)CSc2nnc(-c3ccco3)o2)s1 | 1 | 3 | -3 | 4 | -10 | 1 | 0 | 5 | · | · | -19
CCOC(=O)COn1c(=O)c(-c2ccc(Br)cc2)[n+]([O-])c2ccccc21 | -9 | -14 | 2 | 2 | -43 | 2 | 5 | -23 | -17 | -41 | 2
CCOc1ccccc1/C=N/Nc1nc2ccccc2o1 | -20 | -120 | 6 | -5 | -64 | 15 | -10 | -55 | -21 | -50 | -57
Cc1cc(C)n(CCNS(=O)(=O)c2ccccc2)n1 | -11 | -3 | 4 | -6 | 0 | 2 | 0 | 2 | -7 | -38 | -18
O=C(Nc1ccc(Br)cc1F)c1ccc2c(c1)OCCO2 | 2 | -111 | 1 | -13 | 33 | 51* | 1 | -79 | -36 | -13 | -76
CCn1cc(C(=O)Nc2ccccc2C(=O)OC)cn1 | -10 | 7 | -1 | -4 | -18 | -17 | · | 17 | 15 | -17 | -6
Cc1nn(C)cc1/C=N/NC(=O)c1ccco1 | -1 | -52 | -1 | 2 | -31 | 7 | -5 | -55 | -33 | -44 | -84
O=C(O)C1(c2cccc(Cl)c2)CCC1 | 1 | -11 | -3 | -4 | 10 | 0 | -7 | -2 | -6 | 3 | -4
O=S(=O)(c1ccccc1)N1CC2CC(Br)C(Br)CC21 (stereo not given) | -10 | -2 | 16 | -16 | -8 | -18 | 2 | 15 | -1 | -17 | 20
CC(C)[C@H](NC(=O)c1ccc(Cl)cc1)C(=O)Nc1cccc(S(=O)(=O)N2CCOCC2)c1 | -11 | 5 | 4 | -10 | -19 | 7 | 2 | 0 | -5 | -20 | 0
COc1ccc([C@H]2CC(=O)C=C(c3cc(Br)ccc3OC)C2)cc1 | 6 | 4 | -1 | -8 | -1 | 18 | 7 | -5 | 10 | -15 | -10
c1cncc(CNc2ncnc3ccc(-c4cccnc4)cc23)c1 | -2 | 6 | -2 | -8 | 10 | 23 | 0 | 21 | -11 | 15 | 5
CCCCc1cc(=O)oc2cc(OCC(=O)Nc3cccnc3)c(Cl)cc12 | -2 | 11 | -15 | 1 | 14 | -28 | -11 | 1 | 9 | 1 | -12
Cc1nn(C)cc1NC(=O)Cn1nc(C(F)(F)F)cc1C1CC1 | 1 | 9 | 1 | -5 | -5 | -8 | -2 | 16 | 6 | 11 | 2
COc1cc(NC(=O)CSc2nnc(C)s2)cc(OC)c1OC | 0 | 2 | 1 | -26 | 3 | 8 | -5 | 7 | -7 | -11 | -11
COc1ccccc1NC(=O)Nc1nn(C)c2cccc(N(C)C)c12 | 0 | 28 | -3 | -6 | -4 | -1 | 9 | 13 | 9 | -38 | 10
Cc1ccc(C(=O)OCC(=O)c2ccc(CC(=O)N3CCOCC3)s2)c(C)c1 | 1 | -8 | 3 | -1 | -36 | -4 | 6 | 9 | 14 | -18 | -11
CC(=O)c1ccc(OCCCC(=O)Nc2cccc(-c3nn[nH]n3)c2)cc1 | -6 | 8 | 4 | -2 | 7 | 22 | -7 | -11 | 8 | -10 | -29
COc1ccccc1NC(=O)Cn1nnc(-c2ccccc2NC(=O)c2cc3ccccc3oc2=O)n1 | 3 | -102 | 2 | -7 | -57 | -32 | -7 | -62 | -21 | -8 | -79
